NR2F2 inh – blocks human COUP-TFII nuclear receptor. inhibition, % at 8.6 µM. AID 686940. P24468. 370,000 tested, 0.7% active. HEK293T NGFI-A luciferase reporter, luminescence;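 active means inhibition above a per-plate cutoff, mean inhibition of test wells between control levels plus 3 SD, cut at about 38% in these data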;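 further: cells cotransfected with COUP-TFII expression vector driving the NGFI-A reporter; 0% = median of COUP-TF2 test wells and 100% = reporter-only cells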
NOD2 RIPK2 PPI – inhibitors of human NOD2-RIPK2 interaction; AID 624267; inhibition, % at 4.98 µM; 360,000 tested, 0.38% active; CHO BLA complementation NOD2-RIPK2, CCF4 ratio; in the data active means inhibition above about 21%;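 further: 0% = vehicle only and 100% = reference blocker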
SRC3 inh – inhibits human SRC3 coactivator. AID 588352. HEK293 GAL4-SRC3 luciferase reporter, luminescence. 360,000 tested, 0.17% active. Q9Y6Q9. inhibition, % at 3.6 µM;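 active means inhibition above a per-campaign cutoff, the mean of all compounds plus 3 SD, cut at about 60% in these data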;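 further: 0% = DMSO-treated cells and 100% = gossypol-treated cells at 36 µM; higher means less SRC3-driven luciferase light from the GAL4 reporter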
TROY NFkB inh – TROY signaling inhibition | Q293 LMP1-TROYcd NF-kB luciferase reporter, 4 h | AID 1347056 | inhibition, % at 10 µM | 360,000 tested, 0.98% active;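 active means compounds whose plate-normalised and pattern-corrected inhibition of the luciferase reporter signal at the single screening dose is 50% or more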
TLR9-MyD88 block – blocks human TLR9 binding to MyD88. AID 504734. 340,000 tested, 0.21% active. inhibition, % at 4.98 µM. Q9NR96+Q99836. CHO BLA complementation TLR9-MyD88, CCF4 FRET ratio;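 active means inhibition above the mean over all tested compounds plus 3 SD, cut at about 21% in these data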;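 further: 0% = DMSO only wells and 100% = clavulanate BLA inhibitor control wells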
Target sequence (Q99836 whole entry, looked up): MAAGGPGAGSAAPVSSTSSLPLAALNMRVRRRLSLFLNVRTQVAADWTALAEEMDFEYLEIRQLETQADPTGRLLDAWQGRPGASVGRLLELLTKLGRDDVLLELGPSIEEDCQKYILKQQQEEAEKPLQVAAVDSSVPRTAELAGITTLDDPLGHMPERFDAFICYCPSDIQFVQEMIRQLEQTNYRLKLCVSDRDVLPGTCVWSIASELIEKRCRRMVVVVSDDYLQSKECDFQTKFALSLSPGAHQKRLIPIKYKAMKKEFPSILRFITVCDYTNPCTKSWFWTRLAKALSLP
Target sequence (Q9NR96 whole entry, looked up): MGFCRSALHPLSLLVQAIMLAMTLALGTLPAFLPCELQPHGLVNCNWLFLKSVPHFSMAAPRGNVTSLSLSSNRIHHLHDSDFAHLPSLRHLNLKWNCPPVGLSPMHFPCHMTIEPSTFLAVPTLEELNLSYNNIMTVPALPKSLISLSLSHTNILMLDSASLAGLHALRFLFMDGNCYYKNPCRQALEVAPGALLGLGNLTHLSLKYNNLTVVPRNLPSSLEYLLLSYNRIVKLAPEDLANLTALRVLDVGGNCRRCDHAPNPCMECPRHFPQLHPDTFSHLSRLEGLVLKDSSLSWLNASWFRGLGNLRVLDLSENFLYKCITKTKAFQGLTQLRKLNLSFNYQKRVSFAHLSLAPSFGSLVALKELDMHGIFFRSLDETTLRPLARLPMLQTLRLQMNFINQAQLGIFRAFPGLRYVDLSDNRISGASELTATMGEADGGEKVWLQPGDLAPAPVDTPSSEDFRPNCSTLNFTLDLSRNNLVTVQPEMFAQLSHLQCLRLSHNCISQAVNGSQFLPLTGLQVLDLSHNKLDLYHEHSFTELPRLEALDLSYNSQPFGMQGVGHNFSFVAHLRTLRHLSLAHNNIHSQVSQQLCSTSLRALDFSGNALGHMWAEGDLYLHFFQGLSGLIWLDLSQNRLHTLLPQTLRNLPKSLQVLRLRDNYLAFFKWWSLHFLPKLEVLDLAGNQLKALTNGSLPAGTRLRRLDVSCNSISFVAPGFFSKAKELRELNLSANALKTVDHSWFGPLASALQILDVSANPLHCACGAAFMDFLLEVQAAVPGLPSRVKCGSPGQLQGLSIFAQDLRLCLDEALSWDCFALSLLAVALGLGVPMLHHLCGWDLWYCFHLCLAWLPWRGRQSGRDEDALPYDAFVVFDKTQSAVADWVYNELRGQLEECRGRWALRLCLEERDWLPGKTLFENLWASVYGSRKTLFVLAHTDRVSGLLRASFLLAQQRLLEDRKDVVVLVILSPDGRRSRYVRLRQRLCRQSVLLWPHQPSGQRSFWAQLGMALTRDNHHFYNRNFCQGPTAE
NCOA1 inh – inhibitors of human steroid receptor coactivator 1 (SRC1); Q15788; HEK293 GAL4-SRC1 luciferase reporter, luminescence; inhibition, % at 3.6 µM; 360,000 tested, 0.12% active; AID 588354;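 active means inhibition above the campaign mean plus 3 SD, with each screening campaign given its own cutoff, cut at about 60% in these data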;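 further: 0% = DMSO treated cells and 100% = gossypol at 36 µM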
LMP1 NFkB inh – inhibitors of Epstein-Barr LMP1-induced NF-kappaB reporter. LMP1-induced NF-kappaB luciferase reporter cells, luminescence. inhibition, % at 12.5 µM. 350,000 tested, 0.69% active. AID 504558; in the data active means inhibition above about 41%;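 further: 0% = neutral control wells and 100% = reference inhibitor control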
Vif imaging – inhibitors of HIV Vif; HEK293T cells, Vif self-association by quenched fluorescence, imaging, 24 h; inhibition, % at 7.49 µM; 340,000 tested, 0.35% active; in the data active means inhibition above about 50%, passing the limit was not always enough; further: some results filed as inactive read as strong as hits
C8 TRAIL sens – sensitizes caspase-8 expressing cells to TRAIL | NB7+C8 cells + TRAIL, ATPlite viability luminescence | inhibition (viability loss, TRAIL sensitization), % at 10 µM | 360,000 tested, 1% active;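 active means compounds causing at least 50% loss of cell viability in the single-dose screen, relative to plate controls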
NR5A2 inv ag – suppresses constitutive activity of human LRH-1. 360,000 tested, 0.13% active. AID 602396. inhibition, % at 3.6 µM. HEK293T StAR-luciferase reporter, LRH-1 transfected, 24 h. O00482;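 active means inhibition above the mean inhibition of all tested compounds plus 3 SD, cut at about 73% in these data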;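 further: 0% = DMSO wells and 100% = reporter-only cells lacking LRH-1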
SRC2 inh – human SRC2 (NCOA2) inhibition. inhibition, % at 9 µM. HEK293 GAL4-SRC2 luciferase reporter, luminescence. Q15596. 370,000 tested, 0.17% active;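 active means inhibition above the mean inhibition of all tested compounds plus 3 SD, set per campaign, cut at about 52% in these data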;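 further: 0% = DMSO treated cells and 100% = cells given Gossypol at 36 µM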
The depositor's hits bear a star; . = no result given. This is a subset; rates above refer to the full screens.

molecule	NR2F2 inh	NOD2 RIPK2 PPI	SRC3 inh	TROY NFkB inh	TLR9-MyD88 block	NCOA1 inh	LMP1 NFkB inh	Vif imaging	C8 TRAIL sens	NR5A2 inv ag	SRC2 inh
COc1ccc(C(=O)NCCCN2CCOCC2)cc1	11	7	-1	-2	-10	-36	4	-4	1	-2	-24
O=C(COC(=O)/C=C/c1ccccc1)NC1CC1	6	-8	6	-37	-4	-8	9	-4	-3	5	15
O=C(NC1CCCC1)C(c1cccs1)N(C(=O)c1ccco1)c1ccc2c(c1)OCO2 (stereo unspecified)	1	-4	-6	5	-2	-5	1	-8	-8	3	-1
Cc1nc2sc(C(c3ccco3)N3CCC(C)CC3)c(O)n2n1 (stereo unspecified)	-1	-2	-15	6	1	-1	4	1	2	-32	-1
CCCn1c(SCCC(=O)O)nc2ccccc21	-4	7	23	7	0	19	5	7	24	-6	-14
CC(C)Cc1nnc(NC(=O)CSc2nc(=O)cc(N)n2-c2ccccc2)s1	-3	1	-3	-7	0	-14	-15	6	-10	3	-21
Cc1ccc(CNc2nc(N)c([N+](=O)[O-])c(NCCO)n2)cc1	-14	-5	23	-7	0	15	18	-2	-23	-10	6
CCCCNC(=O)CCn1ccc2cc(S(=O)(=O)N3CCCC3)ccc21	-6	-8	10	23	6	-7	1	-1	-7	-9	10
N#CCN1CCN(CCC(=O)Nc2ccc(OCc3ccccc3)cc2)CC1	-9	-4	-22	-28	-2	-27	-7	-2	-7	-7	-13
COc1cc(C(O)c2nc(-c3ccccc3OC)cs2)ccc1F (stereo unspecified)	4	0	-16	1	.	7	.	-7	0	8	-15
CCn1cc(S(=O)(=O)CC(=O)N2CCc3ccccc32)c2ccccc21	6	-6	-3	-1	-6	-4	11	20	-3	26	1
NNC(=O)c1ccc(COc2ccccc2)cc1	4	-3	-9	-36	-10	5	4	-3	-6	-12	-4
Cc1ccc([C@@H]2C[C@H]3[C@@H](CN2S(=O)(=O)c2ccc(Cl)cc2)C(=O)C[C@@H](c2ccccc2F)N3S(=O)(=O)c2ccc(C)cc2)cc1	2	6	3	-1	-2	-1	0	1	4	9	12
NNC(=O)c1[nH]c2ccc(Cl)cc2c1-c1ccccc1	-41	0	28	24	-1	-12	5	1	9	12	31
CCN(CC)Cc1c(C(=O)N/N=C/c2c(Cl)cccc2Cl)nnn1-c1nonc1N	3	5	0	15	0	12	-4	-8	3	2	-5
COc1cc(C(=O)NNC(=O)c2ccc(NC(C)=O)cc2)cc(OC)c1OC	2	-7	-1	3	.	5	1	4	5	8	-10
CCOc1ccc(/C=C(\C#N)C(=O)NC2CC2)c(OCC)c1	10	-1	11	-35	4	-4	1	-3	-20	27	9
Cc1ccc(Oc2c(C(N)=O)cc([N+](=O)[O-])cc2[N+](=O)[O-])cc1	3	-3	2	-1	8	-22	12	0	18	27	8
CC=CC1OCC(CC)C(CCC)O1 (stereo unspecified)	11	-3	16	6	-2	-27	1	-2	-2	11	3
NNC(=O)CSCc1nc(-c2ccccc2)cs1	3	-8	-31	-7	-3	8	3	-4	-1	16	14
CC(C)[C@H](NC(=O)c1ccccc1)C(=O)Nc1ccc2c(c1)OCO2	-10	-4	3	-39	-13	-1	-7	36	-1	15	-7
O=C(C1CCCO1)N1CCN(C(=S)Nc2ccccc2)CC1 (stereo unspecified)	-18	-5	11	11	0	-4	0	6	-6	28	-9
O=C(O)CC(NCc1ccco1)C(=O)Nc1cccc(O)c1 (stereo unspecified)	6	-11	-4	10	0	-31	-4	-2	13	-1	-13
Cc1ccc(C)c2c1c1ccccc1n2C	5	-3	17	-23	1	-18	-4	-4	4	-2	19
COc1ccc(C2=NCCc3cc(OC)c(OC)cc32)cc1OC	7	-3	0	-1	0	-17	14	.	-2	9	-19
COC(=O)CC1=C(C(=O)OC)C(c2ccncc2)C(C#N)=C(N)O1 (stereo unspecified)	2	0	4	-7	11	-21	-1	-1	-4	0	8
Cc1oc(C(=O)O)cc1COc1ccc2c(C)cc(=O)oc2c1	17	2	-5	11	1	2	-6	-4	-1	-19	-4
Cc1cccc(N2CC(C(=O)Nc3ccc(S(=O)(=O)NCC4CCCO4)cc3)CC2=O)c1C (stereo unspecified)	12	5	15	20	-9	0	1	0	-18	-9	-6
O=C(CN(Cc1ccco1)C(=O)Cn1nnc(-c2ccc(F)cc2)n1)NC1CCCC1	5	-4	-5	0	7	11	-10	.	-1	14	1
COc1ccc(NC(=O)CC2(Cc3ccccc3)CCOC(C)(C)C2)cc1 (stereo unspecified)	-3	6	22	0	2	-2	3	0	1	-18	9

Given as labelled records: entries from further up
N#CCN1CCN(CCC(=O)Nc2ccc(OCc3ccccc3)cc2)CC1
- NR2F2 inh: -9
- NOD2 RIPK2 PPI: -4
- SRC3 inh: -22
- TROY NFkB inh: -28
- TLR9-MyD88 block: -2
- NCOA1 inh: -27
- LMP1 NFkB inh: -7
- Vif imaging: -2
- C8 TRAIL sens: -7
- NR5A2 inv ag: -7
- SRC2 inh: -13

COc1cc(C(O)c2nc(-c3ccccc3OC)cs2)ccc1F (stereo unspecified)
- NR2F2 inh: 4
- NOD2 RIPK2 PPI: 0
- SRC3 inh: -16
- TROY NFkB inh: 1
- TLR9-MyD88 block: .
- NCOA1 inh: 7
- LMP1 NFkB inh: .
- Vif imaging: -7
- C8 TRAIL sens: 0
- NR5A2 inv ag: 8
- SRC2 inh: -15

CCn1cc(S(=O)(=O)CC(=O)N2CCc3ccccc32)c2ccccc21
- NR2F2 inh: 6
- NOD2 RIPK2 PPI: -6
- SRC3 inh: -3
- TROY NFkB inh: -1
- TLR9-MyD88 block: -6
- NCOA1 inh: -4
- LMP1 NFkB inh: 11
- Vif imaging: 20
- C8 TRAIL sens: -3
- NR5A2 inv ag: 26
- SRC2 inh: 1

NNC(=O)c1ccc(COc2ccccc2)cc1
- NR2F2 inh: 4
- NOD2 RIPK2 PPI: -3
- SRC3 inh: -9
- TROY NFkB inh: -36
- TLR9-MyD88 block: -10
- NCOA1 inh: 5
- LMP1 NFkB inh: 4
- Vif imaging: -3
- C8 TRAIL sens: -6
- NR5A2 inv ag: -12
- SRC2 inh: -4

Back to the main list with the two entries that preceded the break.
molecule	NR2F2 inh	NOD2 RIPK2 PPI	SRC3 inh	TROY NFkB inh	TLR9-MyD88 block	NCOA1 inh	LMP1 NFkB inh	Vif imaging	C8 TRAIL sens	NR5A2 inv ag	SRC2 inh
O=C(CN(Cc1ccco1)C(=O)Cn1nnc(-c2ccc(F)cc2)n1)NC1CCCC1	5	-4	-5	0	7	11	-10	.	-1	14	1
COc1ccc(NC(=O)CC2(Cc3ccccc3)CCOC(C)(C)C2)cc1 (stereo unspecified)	-3	6	22	0	2	-2	3	0	1	-18	9
CCc1ccccc1NC(=O)CN1CCN(C(=O)CCC(=O)N2CCC(c3ccccc3)=N2)CC1	1	-3	12	-21	-4	-1	10	3	-8	4	-5
COc1ccc(C(=O)Nc2ccc3oc(-c4cccc(F)c4)nc3c2)cc1OC	-2	-7	6	24	9	-5	5	18	12	7	0
CC(OC(=O)CCC(=O)c1ccccc1)C(=O)Nc1ccc(F)cc1 (stereo unspecified)	14	-9	9	-4	-4	-24	2	-4	16	10	-18
O=C(CNC(=O)[C@@H]1Cc2ccccc2CN1)NC1CCCC1	0	4	-12	1	2	-15	0	-3	-18	-4	-20
CCC(C)NC(=O)C1CCN(C(=O)N(C)C)CC1 (stereo unspecified)	-5	-10	-8	-15	5	7	-1	-5	-15	7	19
Cc1cc(C(=O)NCc2cccs2)cs1	.	-2	-26	-13	-2	-20	-6	4	4	-18	.
COc1cccc(NC(=O)NCc2ccccc2Cl)c1	-1	4	-10	-45	4	-43	-14	2	-16	-41	-11
CC(OC(=O)c1ccc2c(=O)n3c(nc2c1)CCCCC3)C(N)=O (stereo unspecified)	0	3	-3	-16	-4	-36	3	-2	4	-4	-11
COc1cccc2sc(N3CCN(C(=O)C4COc5ccccc5O4)CC3)nc12 (stereo unspecified)	-33	-6	-6	9	-4	-20	-3	0	12	-10	-11
CNC(=O)N(O)C1N(/N=C/c2ccccc2O)C(=S)SC1(C)C (stereo unspecified)	-8	-10	5	-11	3	-8	-3	5	0	15	-4
COc1ccc(C2NC(=S)NC3=C2N2CCC3CC2)cc1 (stereo unspecified)	-14	-3	3	29	0	-10	3	3	2	1	-20
O=C(COC(=O)c1cccc(Cl)c1)NCc1ccccc1	-16	6	-8	-8	-13	5	-4	-2	-5	0	-11
COc1ccccc1CNS(=O)(=O)c1ccc2c(c1)NC(=O)CO2	13	-3	13	-4	0	2	2	0	-17	17	-8
Cn1c(/C(C#N)=C(\O)c2ccc(Br)s2)nc2ccccc21	1	2	3	-43	2	-38	-21	6	8	21	-42
COc1ccc(CN2C(=O)c3cccnc3C2Nc2ccc(C)cc2)cc1 (stereo unspecified)	15	-2	-6	-14	-8	-11	7	0	-20	13	-9
CC(=O)OC1CCC2(C)C(CCC3C4CC=C(C(C)=O)C4(C)OC(=O)CC32)C1 (stereo unspecified)	57*	39*	-21	43	-2	5	79*	2	48	-30	59*
COc1ccccc1NC(=O)Nc1ccnn1C1CCN(C(=O)c2ccccn2)CC1	11	8	-11	-7	-4	-7	5	-8	-7	15	17
Nc1cccc2c1nnn2C1OC(CO)C(O)C(O)C1O (stereo unspecified)	13	10	0	-1	-2	1	-3	7	4	-10	-11
CCC1CCc2sc(C(=O)NCC(c3ccc(OC)cc3)N3CCCC3)cc2C1 (stereo unspecified)	12	7	17	-21	-6	-11	-28	-8	16	-27	-3
Cc1ccccc1C(=O)NC1CCN(C(=O)N2CCOCC2)CC1	0	-3	7	-5	0	-11	-1	7	-11	-8	6
Cc1nc(N2CCN(c3ccc(Cl)cc3)CC2)[nH]c(=O)c1C	15	5	-1	19	-9	16	6	-1	-21	-5	-37
CCOc1ccc(S(=O)(=O)c2cn(C)c3cc(OC)c(OC)cc3c2=O)cc1	3	3	-21	-4	-3	-22	2	-4	6	-5	-3
O=C(Nc1ccc2oc(=O)ccc2c1)c1cc([N+](=O)[O-])ccc1N1CCOCC1	14	-3	9	6	2	-5	0	6	7	1	-8
O=C(Nc1ccccc1Cl)NC1(C(=O)NCc2ccncc2)CCCCC1	2	0	-12	4	3	5	-4	11	5	21	-11

Bioassay records as filed in PubChem.
